ELG1 genotoxic – inducers of genotoxicity in HEK293T ELG1-luciferase cells; HEK293T ELG1-luciferase reporter, luminescence, 16 h; Potency, µM (series often up to 46 µM), without a hit: top-dose activity change, positive = activation, usual class: activators; 330,000 compounds, 1.3% hits; AID 504466; also: potency is read from the fitted curve at half-maximal effect; % of control where 0% means no effect; nearly all actives have a fitted effect of over 60% in size
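Reporter readout depends on ELG1 protein level, which increases with genetic stress. After 16 hr compound exposure at 37 °C, luciferase activity was quantified using ONE-Glo.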
TRPV1 agonist – activates the human vanilloid receptor TRPV1 | Q8NER1 | TRPV1-expressing cells, Fluo-8 calcium influx, agonist mode | activation, % at 8.33 µM | 320,000 compounds, 0.19% hits | AID 540275; in the data active = activation above about 80%; inconclusive = between about 30% and that limit; also: 0% is about no effect
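Fluo-8 calcium influx in TRPV1-expressing cells, kinetic read (ex 480/em 520 nm). Compound added and read 3 min for agonist activity, followed by capsaicin at EC20 final and 2 min further read for enhancement.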
VP16 counter – Gal4-VP16 reporter inhibition counter-screen; Drosophila S2 Gal4-VP16 UAS-luciferase, luminescence, 20 h; Potency, µM (top dose mostly 53.6 µM), for inactives: at the highest dose activity, negative = inhibition, usual class: inhibitors; 310,000 compounds, 3.5% hits;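 also: Gal4-VP16 expression switched on by copper sulfate through the metallothionein promoter; potency is read from the fitted curve at half-maximal effect; % is scaled to controls: 0 for no effect and ±100 for the full control effect; nearly all actives have a fitted effect of over 50% in size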
NPC1 prom act – NPC1 promoter activation; Huh7 NPC1 promoter luciferase reporter, 24 h; Potency, µM (doses to about 9.22 µM), inactives show top-dose activation, actives largely listed as activators; 320,000 compounds, 2.4% hits; AID 485313;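 also: potency is read from the fitted curve at half-maximal effect; % of control where 0% means no effect; nearly all actives have a fitted effect of over 60% in size; reporter is driven by a mutant NPC1 promoter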
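Quantitative HTS used a cell-based reporter: Huh7 cells stably bearing the NPC1 promoter upstream of luciferase were treated with compounds for 24 h, and promoter activation was read as luminescence.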
Rab9 promoter act – Rab9 promoter activation; Huh7 Rab9 promoter-luciferase reporter, luminescence, 24 h; Potency, µM (top dose mostly 9.22 µM), without a hit: at the top dose activation, negative = inhibition, usual class: activators; 320,000 compounds, 2.8% hits; also: potency is read from the fitted curve at half-maximal effect; % of control where 0% means no effect; nearly all actives have a fitted effect of over 60% in size
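Huh7 cells stably carrying a Rab9 promoter-luciferase reporter, 1500 cells per well in OP-MEM I with 10% FBS, treated with compound 24 hours at 37C. Luciferase activity read by luminescence after 10 minutes with Amplite reagent.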
Tb PFK inh – blocks T. brucei phosphofructokinase; O15648; T. brucei PFK, ADP-Glo luminescence; Potency, µM (titrated, usually from 57.5 µM), for inactives: at the top dose activity, negative = inhibition, usual class: inhibitors; 330,000 compounds, 0.17% hits; AID 485367;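 also: potency is read from the fitted curve at half-maximal effect; 0% = uninhibited 1x PFK enzyme wells and -100% = no-enzyme wells; nearly all actives have a fitted effect of over 60% in size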
Target sequence (O15648 whole entry, looked up): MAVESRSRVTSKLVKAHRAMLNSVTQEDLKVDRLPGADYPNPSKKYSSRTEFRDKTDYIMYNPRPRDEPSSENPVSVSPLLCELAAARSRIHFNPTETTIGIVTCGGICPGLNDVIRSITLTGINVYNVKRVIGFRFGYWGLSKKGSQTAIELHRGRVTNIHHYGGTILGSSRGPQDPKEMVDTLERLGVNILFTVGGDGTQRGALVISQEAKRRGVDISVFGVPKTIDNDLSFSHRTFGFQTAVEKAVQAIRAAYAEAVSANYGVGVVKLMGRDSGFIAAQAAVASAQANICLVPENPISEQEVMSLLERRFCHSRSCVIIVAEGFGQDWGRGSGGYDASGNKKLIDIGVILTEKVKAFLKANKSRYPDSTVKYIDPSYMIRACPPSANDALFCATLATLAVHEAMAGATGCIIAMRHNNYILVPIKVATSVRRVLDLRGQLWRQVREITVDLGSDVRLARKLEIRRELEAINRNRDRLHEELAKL
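1.25 nM PFK with 0.5 mM F6P and 0.1 mM ATP in 0.1 M TEA pH 8.0, 5 mM MgCl2, incubated 45 min at room temperature; ADP measured by ADP-Glo luminescence; compounds titrated up to 57 uM.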
p53 reactivation – re-activators of mutant p53; AID 504706; H1299 p53-A138V BP100-luciferase reporter, luminescence, 24 h; Potency, µM (top dose mostly 92.2 µM), inactives show at the top dose activity change, positive = activation, most hits filed as activators; 320,000 compounds, 0.063% hits; also: potency is read from the fitted curve at half-maximal effect; % of control where 0% means no effect; nearly all actives have a fitted effect of over 45% in size
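p53-null H1299 cells stably carrying temperature-sensitive p53-A138V and a BP100-luciferase reporter were pinned with compounds (4-point, 1:5 series) and held 24 hrs at 37 deg C. Luminescence was read 10 min after detection reagent.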
BRCA1 expr up – BRCA1 expression activation; AID 624202; MCF7-BRCA1-FFLuc reporter, luminescence, 48 h; response scale: scaled: vehicle 0%, 10 µM genistein 100%; Potency, µM (titrated, usually from 46.1 µM), for inactives: at the top dose activation, most hits filed as activators; 380,000 compounds, 1.1% hits; also: potency is read from the fitted curve at half-maximal effect; nearly all actives have a fitted effect of over 80% in size; some results filed as inactive show a strong effect at the top dose
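Cells: MCF7-BRCA1-FFLuc, 2000/well. Exposure: 48 h, 37 °C, 5% CO2. Read: luminescence, 15 min post-substrate. Controls: genistein 10 microM (maximal activation), DMSO (neutral).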
FLuc counter – firefly luciferase modulation, counter-screen for miR-21 project; P08659; purified FLuc, Km substrates, luminescence inhibition; Potency, µM (series often up to 57.5 µM), inactives show at the highest dose activity change, negative = inhibition, actives largely listed as inhibitors; 360,000 compounds, 6.9% hits;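 also: potency is read from the fitted curve at half-maximal effect; plate controls were vehicle for no effect and reference inhibitor for full effect; nearly all actives have a fitted effect of over 55% in size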
Target sequence (P08659 whole entry, looked up): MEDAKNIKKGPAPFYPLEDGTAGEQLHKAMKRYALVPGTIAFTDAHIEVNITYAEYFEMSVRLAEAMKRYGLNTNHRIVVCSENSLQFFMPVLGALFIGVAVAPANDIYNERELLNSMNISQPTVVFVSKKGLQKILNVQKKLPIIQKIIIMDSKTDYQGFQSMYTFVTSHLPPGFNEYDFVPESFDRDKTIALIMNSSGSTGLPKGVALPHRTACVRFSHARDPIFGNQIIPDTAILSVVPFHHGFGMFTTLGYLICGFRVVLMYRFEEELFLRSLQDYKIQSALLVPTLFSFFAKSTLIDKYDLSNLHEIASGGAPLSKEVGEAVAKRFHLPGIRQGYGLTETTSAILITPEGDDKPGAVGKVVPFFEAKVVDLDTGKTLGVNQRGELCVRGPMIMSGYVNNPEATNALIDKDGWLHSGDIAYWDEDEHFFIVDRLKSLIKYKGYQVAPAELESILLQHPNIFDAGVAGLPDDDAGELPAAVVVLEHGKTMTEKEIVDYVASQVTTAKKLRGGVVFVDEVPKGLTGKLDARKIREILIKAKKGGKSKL
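Purified P. pyralis luciferase (10nM final) with 10uM D-luciferin and 10uM ATP (Km levels) in 50mM Tris acetate pH 7.5, 10mM Mg acetate, 0.01% Tween-20, 0.05% BSA; qHTS 6-point titration, ~60 µM downward; luminescence read.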
ELG1 DNA repair – ELG1-dependent DNA repair inhibition; HEK293T ELG1-luciferase reporter, luminescence, 16 h; DNA damage induced by 5-fluorouridine; Potency, µM (top dose mostly 46.1 µM), for inactives: at the top dose activity change, negative = inhibition, actives largely listed as inhibitors; 330,000 compounds, 2.3% hits; also: potency is read from the fitted curve at half-maximal effect; % is scaled to controls: 0 for no effect and ±100 for the full control effect; nearly all actives have a fitted effect of over 55% in size
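Quantitative HTS, concentration-response format. 2,000 cells/well co-treated with 5-fluorouridine and compound, 16 hr in 5% CO2 at 37 °C; ONE-Glo luminescence read after 30 min.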
RORgamma inh – ROR gamma (mouse) transcription inhibition. 310,000 compounds, 5.4% hits. P51450. Drosophila S2 Gal4-RORgamma UAS-luciferase reporter, 20 h. Potency, µM (titrated, usually from 53.6 µM), for the others: top-dose activity change, negative = inhibition, hits mostly inhibitors; also: potency is read from the fitted curve at half-maximal effect; % is scaled to controls: 0 for no effect and ±100 for the full control effect; nearly all actives have a fitted effect of over 60% in size
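A Gal4/UAS one-hybrid system in insect cells: metallothionein-promoter Gal4–ROR gamma fusion plus Photinus luciferase reporter. Copper sulfate 700 uM final, 20 hr ambient incubation, luminescent detection after 10 min with reagent.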
Active calls of the source: *; ? = inconclusive; · = no result given; [ ] = dose if it differs, or a comment. Unless noted, calls follow the shape of the dose curve; as a rule, active = well fitted curve in the direction sought with a large enough effect; inconclusive = small, poorly fitted or top-dose-only effect, or another doubt; inactive = no such curve, though single readings can be large; an effect the other way counts as inactive or inconclusive.

Below each compound: ELG1 genotoxic | TRPV1 agonist | VP16 counter | NPC1 prom act | Rab9 promoter act | Tb PFK inh | p53 reactivation | BRCA1 expr up | FLuc counter | ELG1 DNA repair | RORgamma inh
- COC(=O)c1cc(S(=O)(=O)Nc2ccc(C)cn2)c[nH]1
  0.0% | 0.9 | -5.8% | 2.1% | 0.1% | -0.4% | -3.1% | -6.4% | -0.1% | -3.1% | -11.7%
- C=C(C)Cn1c(CNC(C)=O)nc2ccccc21
  -0.8% | 3.5 | -0.9% | -2.7% | -0.5% | 0.2% | 8.1% | -3.1% | 8.7% | 6.0% | -24.7%
- CCN(CC)c1ccc(/C=C/C(=O)C2C(=O)C=C(C)OC2=O)cc1 (centres undefined)
  ? | 93.5* | ? | 1.58µM* | 2.82µM* | 0.4% | ? | 5.62µM* | 8.49µM* | ? | 12.6µM*
- Cc1ccc(CNC(=O)C2CCC(=O)N2C(C)C)cc1 (centres undefined)
  -0.6% | -3.6 | -2.6% | -0.5% | -4.3% | -7.7% | 7.8% | -2.7% | 1.3% | 1.8% | 25.9%
- COC(=O)c1sc2ccccc2c1N
  14.8% | -5.7 | ? | 10.7% | 9.9% | -9.3% | 3.8% | -9.8% | ? | ? | -3.3%
- O=C(O)CCC(=O)Nc1cccc(C(=O)c2ccccc2)c1
  4.9% | 2.7 | -6.6% | 0.8% | -3.2% | 5.8% | 3.8% | 2.4% | -1.0% | 4.1% | -8.3%
- CC(C(=O)N1CCOCC1)n1cc([N+](=O)[O-])cn1 (centres undefined)
  18.1% | -12.9 | ? | -2.9% | -0.4% | -3.9% | 1.1% | 0.0% | 5.9% | 12.1% | -26.4%
- COc1ccc(NC(=O)C2CC(=O)N=C(N)S2)cc1 (centres undefined)
  -0.2% | 0.8 | -5.3% | -9.7% | -0.8% | -5.9% | -1.9% | 2.4% | -0.4% | -2.2% | 8.6%
- CCOc1ccc(S(=O)(=O)N(CC(=O)NCC(F)(F)F)Cc2ccco2)cc1
  -1.9% | 4.9 | 6.0% | -0.1% | -4.3% | -0.4% | -13.3% | -7.6% | 0.5% | -17.6% | 0.5%
- Cc1ccc(CNC(=O)c2ccc(S(=O)(=O)N3CCCCC3)cc2)cc1
  1.7% | 21.8 | · | -1.4% | 0.1% | 17.0% | -1.4% | -9.5% | -1.7% | 6.0% | ·
- O=C(C1CCC(CNS(=O)(=O)c2cccc3cccnc23)CC1)N1CCc2ccccc21 (centres undefined)
  -18.7% | 1.4 | -14.4% | -2.1% | -5.0% | 3.0% | -5.8% | -6.4% | 6.0% | ? | 11.8%
- CC(C)(C)SC(=O)C[C@@H]1NS(=O)(=O)OC2CCCCC21 (some centres undefined)
  4.4% | 3.3 | 2.3% | -5.2% | 0.3% | 0.3% | · | -19.4% | 0.6% | ? | -2.1%
- CC(=O)N1CCc2cc(S(=O)(=O)CCC(=O)Nc3cccc(F)c3)ccc21
  2.6% | 1.3 | -5.9% | -8.7% | -0.2% | -4.8% | -7.0% | -18.7% | 0.9% | 11.9% | -9.1%
- O=C(COC(=O)/C=C/c1ccc(S(=O)(=O)N2CCOCC2)cc1)NCc1ccc(F)cc1
  3.1% | -2.7 | -4.9% | -3.3% | 0.0% | -5.3% | -10.1% | -12.7% | -1.0% | 11.5% | 14.4%
- Cc1ccc(NC(=O)COC(=O)c2ccco2)cc1
  4.3% | 0.4 | 9.8% | -2.1% | -1.2% | -6.4% | 0.4% | 12.5% | 16.9µM* | 2.4% | 1.0%
- O=C(Nc1ccc(N2CCOCC2)cc1)c1c(F)cccc1Cl
  18.7% | 0.5 | -2.6%[10 µM] | -1.9% | 1.8% | -1.8% | 3.7% | 56.4% | -2.0% | ? | 11.3%
- Cc1cccc(NC(=O)c2cnccn2)c1
  ? | 2.0 | -2.0% | 20.2% | 16.9% | 1.4% | 9.6% | 63.0% | -18.0% | 14.5% | 4.2%
- CCC1CCc2sc(C(=O)NCC3CCCO3)cc2C1 (centres undefined)
  ? | ? | · | 2.82µM* | 1.78µM* | 0.4% | ? | ? | 5.36µM* | ? | ·
- Cc1ccc(OCC(=O)N(Cc2ccc(N(C)C)cc2)C2CCS(=O)(=O)C2)cc1 (centres undefined)
  0.3% | 1.6 | -8.8% | -1.6% | -0.1% | 1.6% | 9.2% | 21.9% | -0.9% | 0.2% | 18.9%
- CC(OC(=O)Cn1cnc2ccccc2c1=O)C(=O)NCc1ccccc1 (centres undefined)
  -0.2% | 9.0 | · | -2.3% | -6.8% | -2.7% | 1.2% | 0.3% | -0.7% | 7.4% | ·
- Cc1ccccc1C(=O)NC1CCS(=O)(=O)C1 (centres undefined)
  3.3% | -5.2 | -11.2% | -2.9% | 4.8% | -1.2% | -3.0% | 3.0% | 0.4% | 10.6% | -22.0%
- Cc1cccc(C(P(=O)(c2ccccc2)c2ccccc2)P(=O)(c2ccccc2)c2ccccc2)n1
  -1.3% | -3.2 | ? | -0.2% | -9.5% | 0.0% | 1.2% | -24.5% | -0.2% | 11.5% | 3.0%
- CSc1ccccc1NC(=O)N1CCC(CO)(CC2CCCCO2)CC1 (centres undefined)
  0.7% | 1.5 | -15.7% | -3.7% | 1.0% | 0.3% | 10.8% | 0.0% | 0.2% | 6.9% | -2.1%
- CC(C)Cn1c2c(c(=O)[nH]c1=O)C(NS(=O)(=O)c1ccc(Cl)cc1)(C(F)(F)F)C(=O)N2 (centres undefined)
  0.9% | 3.8 | -21.6% | -0.3% | 5.8% | ? | 3.3% | 0.0% | 0.2% | ? | 1.2%
- Cn1c(SCC(=O)Nc2ncc(C(F)(F)F)cc2Cl)nnc1-c1ccc(Cl)cc1
  -0.1% | -3.2 | 11.2µM* | -3.0% | -2.0% | -7.6% | -8.3% | -13.0% | 1.2% | -3.4% | 10µM*
- Cn1ncc2c(Nc3ccc4ccccc4c3)ncnc21
  ? | ? | 17.9% | ? | 3.16µM* | 2.0% | ? | ? | 10.7µM* | ? | 32.5%
- Cc1sc2ncn(CC(=O)NCCCC(=O)Nc3ccc(C(C)C)cc3)c(=O)c2c1C
  ? | 0.8 | -16.9% | -1.0% | -0.4% | 2.1% | -2.7% | -74.9%[inhibitor] | 5.8% | 26.8% | 2.1%
- CC1CC(C)CN(S(=O)(=O)c2ccc3c(c2)CC(=O)N3)C1 (centres undefined)
  2.3% | -0.1 | · | -0.7% | 2.2% | -9.2% | 0.4% | 1.0% | 1.2% | 0.0% | ·
- Cc1ccc(S(=O)(=O)NC(CC(=O)NC2CCCC2)c2ccco2)cc1 (centres undefined)
  -6.1% | -1.5 | ? | -2.6% | -2.9% | 0.6% | 4.7% | -7.2% | 2.5% | -4.7% | -9.8%
- O=C(CCC(=O)c1ccccc1)NC1CCCN(Cc2ccccc2F)C1 (centres undefined)
  -1.1% | 7.9 | -5.7% | -19.7% | -4.9% | -0.3% | 2.6% | 0.9% | -0.9% | 1.4% | -3.0%
- NS(=O)(=O)c1ccc(CCn2c(=S)[nH]c3ccc(F)cc3c2=O)cc1
  -4.2% | 3.8 | -6.6% | -0.1% | 0.6% | 5.0% | 4.6% | -22.1% | 2.4% | -6.7% | ?
- CC(C)(Oc1ccc(Cl)cc1)C(=O)N1CCN(c2ccccn2)CC1
  -8.9% | 20.6 | 1.0% | -2.9% | -2.6% | -8.7% | -0.8% | -30.2% | 2.7% | -22.5% | 20.9%
- Cc1ccc(S(=O)(=O)/N=C2/NC(=O)/C(=C/c3ccccn3)S2)cc1
  4.8% | -1.0 | -1.6% | 0.4% | -6.2% | 0.4% | -5.8% | -9.0% | ? | 10.0% | 21.6%
- Cc1cc(C)c(NC(=O)CN(C)C(=O)C2CC(=O)N(c3cccc4ccccc34)C2)c(C)c1 (centres undefined)
  0.8% | 1.7 | · | -0.5% | -14.9% | -2.6% | -4.3% | -2.1% | -1.1% | -2.2% | ·
- CCOc1nsc(OCC)n1
  0.7% | -11.1 | -4.6% | -4.6% | -4.1% | -5.5% | -2.5% | -3.1% | -3.0% | -11.0% | 1.8%
- Cc1ccccc1-c1nnc(CN2CCN(C(=O)c3ccco3)CC2)o1
  2.2% | 6.5 | -9.4% | 0.7% | -0.6% | -7.4% | -2.5% | 3.4% | 2.3% | 8.0% | -10.5%
